# Wee1 stabilizer: Wee1 degradation inhibitors, primary screen, cell-based, HeLa, Wee1K328M-luciferase, luminescence | HeLa Luc-Wee1K328M stability; 100% = proteasome inhibitor MG132 effect | reporter increase, % at 5 µM | 220,000 compounds, 1.2% hits;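 active = activation above the mean of all tested compounds plus 3 SD, set per screening run, cut at about 8.8% in these data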;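 also: cells exposed to compound for 20 h before luminescence read; 0% = DMSO alone and 100% = MG132 at 30 µM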
# FXIa inh: human FXIa protease inhibitors, primary screen, biochemical, 1536-well. purified FXIa, Boc-Glu-Ala-Arg-AMC fluorogenic substrate. Coagulation factor XI (Homo sapiens), P03951. inhibition, % at 5 µM. 220,000 compounds, 0.14% hits;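 active = inhibition of at least 40%; inactive = inhibition below 40%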;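 also: fluorescence of freed AMC excited at 355 nm; 0% = enzyme without compound and 100% = no enzyme blank; many of its hits are not listed in these tables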
# Runt-SMMHC FRET: inhibitors of RUNX1 Runt–CBFb-SMMHC binding, primary screen, biochemical, FRET, Cerulean-Runt, Venus-CBFb-SMMHC, uHTS; Runt-related transcription factor 1 (Homo sapiens) + Core-binding factor subunit beta …; Cerulean-Runt/Venus-CBFb-SMMHC FRET ratio 530/480, 1 h; inhibition, % at 20 µM; 220,000 compounds, 0.74% hits; AID 1434, 2008;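 active = mean inhibition across duplicate retests at 20 µM reaching about 50%, limit read from the data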;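 also: 0% = DMSO wells and 100% = wells with excess untagged CBFb-SMMHC; inhibitors lower the FRET ratio by blocking Runt binding to CBFb-SMMHC; some results filed as inactive read as strong as hits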
# Target sequence (Q01196 whole entry, looked up): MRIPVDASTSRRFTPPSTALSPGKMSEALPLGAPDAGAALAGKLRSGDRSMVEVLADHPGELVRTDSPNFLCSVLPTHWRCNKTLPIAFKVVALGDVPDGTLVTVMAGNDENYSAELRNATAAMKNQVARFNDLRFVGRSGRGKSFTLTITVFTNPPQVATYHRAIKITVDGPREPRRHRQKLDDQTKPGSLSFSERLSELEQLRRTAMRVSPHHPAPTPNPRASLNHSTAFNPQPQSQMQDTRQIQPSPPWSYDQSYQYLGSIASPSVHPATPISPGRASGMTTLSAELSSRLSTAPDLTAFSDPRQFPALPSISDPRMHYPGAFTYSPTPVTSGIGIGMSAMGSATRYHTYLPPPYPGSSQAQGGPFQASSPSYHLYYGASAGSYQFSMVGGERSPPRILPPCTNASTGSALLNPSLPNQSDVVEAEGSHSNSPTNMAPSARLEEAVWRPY
# Target sequence (Q13951 whole entry, looked up): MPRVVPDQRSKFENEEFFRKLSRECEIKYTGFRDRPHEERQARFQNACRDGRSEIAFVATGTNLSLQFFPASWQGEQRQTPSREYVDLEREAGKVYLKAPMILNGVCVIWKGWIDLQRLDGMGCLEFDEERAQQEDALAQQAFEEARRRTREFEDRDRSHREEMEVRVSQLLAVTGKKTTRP
# Thrombin inh: human alpha-thrombin inhibitors, primary screen, counter-screen for coagulation protease inhibitor project, biochemical, 1536-well, fluorogenic AMC substrate. Prothrombin (Homo sapiens), P00734. Boc-VPR-AMC fluorogenic substrate cleavage. inhibition, % at 5 µM. 220,000 compounds, 0.26% hits. AID 1046, 2008;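 active = inhibition at or above 40%; inactive = inhibition below 40%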;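 also: 0% = enzyme with no compound and 100% = wells without enzyme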
#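 signal = AMC fluorescence, 355/460 nm | material = human alpha-thrombin enzyme | control set = enzyme without compound as high, wells lacking enzyme as low | times = reaction at room temperature | read-out basis = percent inhibition scaled between no-compound controls and no-enzyme blanks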
# 14-3-3 Bad inh: inhibitors of 14-3-3 zeta/Bad binding, primary screen, biochemical, TR-FRET, bovine 14-3-3 zeta; inhibition, % at 21.7 µM; 220,000 compounds, 0.71% hits; AID 781, 2007; TR-FRET 14-3-3zeta/Dy647-pBad peptide displacement, 1 h;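 active = inhibition above about 70%, limit read from the data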;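 also: 0% = full 14-3-3 plus peptide FRET controls and 100% = background without 14-3-3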
# FXIIa inh 1536: human FXIIa protease inhibitors, primary screen, biochemical, 1536-well; purified FXIIa, Boc-QGR-AMC fluorogenic substrate, 2 h; 220,000 compounds, 0.3% hits; inhibition, % at 5 µM; Coagulation factor XII (Homo sapiens), P00748; AID 800, 2007; in the data active = inhibition above about 40%;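 also: 0% = enzyme with no compound and 100% = blank without enzyme; many of its hits are not listed in these tables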
# Hck Nef HTS: inhibitors of Nef-activated human Hck kinase, primary screen, biochemical, Z-Lyte FRET, 384-well, Hck-YEEI; Tyrosine-protein kinase HCK (Homo sapiens), P08631; Recombinant Hck-YEEI plus Nef, Z-Lyte FRET kinase assay; inhibition, % at 20 µM; 220,000 compounds, 0.68% hits;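 active = Hck-Nef kinase inhibition above about 50%, limit read from the data; inactive = inhibition below that limit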;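 also: 0% = DMSO with Hck plus Nef and 100% = Hck alone without Nef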
# KLK5 inh: human KLK5 protease inhibitors, primary screen, biochemical, 1536-well. recombinant hK5, fluorogenic AMC substrate cleavage. AID 873, 2007. Kallikrein-5 (Homo sapiens), Q9Y337. inhibition, % at 5 µM. 210,000 compounds, 0.59% hits;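 active = inhibition of 40% or more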;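 also: 0% = enzyme controls without compound and 100% = no-enzyme blanks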
# Target sequence (Q9Y337 67-293 limits assumed): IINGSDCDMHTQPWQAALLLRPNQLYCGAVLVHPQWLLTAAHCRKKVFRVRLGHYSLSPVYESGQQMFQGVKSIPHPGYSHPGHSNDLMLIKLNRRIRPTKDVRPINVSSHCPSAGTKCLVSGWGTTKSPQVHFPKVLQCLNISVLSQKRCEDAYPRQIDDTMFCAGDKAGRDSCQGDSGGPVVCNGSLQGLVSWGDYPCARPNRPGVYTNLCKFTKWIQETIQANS
# Runt-CBFb FRET: inhibitors of RUNX1 Runt–CBFb binding, primary screen, biochemical, FRET, Cerulean-Runt, Venus-CBFb, uHTS; 220,000 compounds, 0.46% hits; Runt-related transcription factor 1 (Homo sapiens) + Core-binding factor subunit beta …; Cerulean-Runt/Venus-CBFb FRET ratio 530/480, 1 h; inhibition, % at 20 µM;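 active = inhibition over about 50% at 20 µM in the single-dose screen, limit read from the data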;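 also: 0% = DMSO wells and 100% = excess unlabeled CBFb competitor control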
#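 Measured by: fluorescence energy transfer, 422 nm excitation, 530/480 nm emission; Assay system: Cerulean-Runt domain; Medium: Tris pH 7.5 buffer with BSA; Measure: loss of energy transfer signal; Controls: 5 µM unlabeled CBFb as full-inhibition high control; Incubation: protein complex preformed 1 h, compound exposure 1 h, room temperature, dark.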
# * marks the source's active call; other numbers are inactive results; nt = no result given; [ ] = remark or other dose. Rows are unselected; about 4.2% have a hit in one of these screens.
SMILES,Wee1 stabilizer,FXIa inh,Runt-SMMHC FRET,Thrombin inh,14-3-3 Bad inh,FXIIa inh 1536,Hck Nef HTS,KLK5 inh,Runt-CBFb FRET
O=C(CSc1nc2ccccc2c(=O)n1-c1ccc(SC(F)F)cc1)Nc1ccc(N2CCOCC2)cc1,-2,-5,-8,-8,-7,5,12,-4,0
O=C(CSc1ncccc1C(=O)O)NC12CC3CC(CC(C3)C1)C2,2,0,-7,-1,0,nt,-37,3,0
COc1ccc(C2OC(=O)c3ccccc3S2)cc1 (stereo not given),1,21,1,2,0,24,0,-21,-1
COc1ccc(C2N(c3cc(Cl)ccc3OC)C(=O)C3CCCN32)cc1OC (stereo not given),-1,-4,0,-5,3,14,0,0,1
CC(=O)c1c(C)[nH]c(C(=O)NCCCN2CCCC2)c1C,-2,-11,2,-5,-3,1,0,-2,-207
O=C(NNC(=O)C1CCCN(c2ncccn2)C1)c1ccc(F)cc1 (stereo not given),2,1,1,5,-3,18,-1,-7,3
O=C(CCC(=O)OCC(F)(F)C(F)F)Nc1ccc(Cl)cc1,-3,1,-2,3,-4,15,2,-14,-1
Cc1cccc(C2(c3cccc(C)c3)CC2C(=O)NCC2CCCO2)c1 (stereo not given),2,-6,-2,-12,-7[fluorescence artefact?],-3,-4,-15,-3
CC(=O)c1c(C)nc(-c2ccc(Cl)cc2)nc1N,1,-1,-54,-5,45,4,-8,2,-14
O=C(CCN1C(=O)/C(=C/c2cccs2)SC1=S)Nc1ccccn1,-2,-2,-52,6,1,22,-3,-8,-12
O=C(CC1Nc2ccccc2NC1=O)Nc1cc(Cl)cc(Cl)c1 (stereo not given),1,-7,33,-4,21,-3,3,-15,9
Cc1ccc(-c2nnn(CC(=O)O)n2)cc1,1,6,-2,-7,0[fluorescence artefact?],3,5,2,-2
O=c1oc(-c2ccccc2)nc2sc3c(c12)CCC3,1,12,-6,-1,-10,11,4,-20,0
Cc1ccc(NC(=O)Nc2cnccn2)cc1C,-2,3,-4,-8,-6,5,18,2,-3
O=C(Nc1ccc(S(=O)(=O)Nc2nccs2)cc1)c1ccc(=O)[nH]c1,-2,-7,-23,-7,8,1,27,1,4
CCOC(=O)c1ccc(NC(=S)Nc2cccc(N)n2)cc1,18*,2,11,0,2,3,0,-1,17
CCOC(=O)c1c(-c2cccs2)csc1NC(=O)c1ccco1,2,12,0,4,-5,18,0,-2,-2
COc1ccc(N2CCN(CCCNC(=S)Nc3c(C)cccc3C)CC2)cc1,9,-1,1,-10,-20,9,24,1,0
CCc1nnc(NC(=O)CSc2nnc(C3CCCCC3)n2-c2cccc(Cl)c2)s1,0,9,-4,5,2,17,9,-22,-6
CC(C)CCn1c(CN2CCOCC2)nc2c1c(=O)n(C)c(=O)n2C,6,10,-4,30,-1[fluorescence artefact?],11,-2,4,0
CCOC(=O)c1sc(C)c2c1NC1(CCCCCC1)NC2=O,-2,-1,-2,1,-18,8,0,-30,-3
O=C(NNC(=O)c1sccc1-n1cccc1)c1ccc(Cl)cc1,8,2,-2,-6,-11,20,1,-3,1
CCOC(=O)CCSc1nc(-c2ccccc2)cc(C(F)(F)F)n1,1,-5,-2,-1,-3,3,5,-5,-2
CCC(=O)NCCNC(=O)c1c(SC)nsc1SC,-1,-2,0,-1,0,7,5,5,-1
O=C(OCC(=O)N1CCCc2ccccc21)c1ccc(Cl)nc1,1,14,2,28,8,47*,1,29,2
Cc1ccc(NC(=O)CCC(=O)NNC(=O)c2ccccc2)c(C)c1,-4,-3,2,2,-7,6,21,8,-1
O=C(/C=C/c1ccccc1)NCCSCc1ccc(Cl)cc1,1,4,-3,-7,2[fluorescence artefact?],7,2,-20,0
O=C(/C=C/c1ccccc1)NC(NC(=S)Nc1ccc(Cl)cc1Cl)C(Cl)(Cl)Cl (stereo not given),0,7,6,-4,15,5,1,-6,8
O=C(Nc1ccc(C(=O)O)cc1)/C(=C/c1ccc([N+](=O)[O-])cc1)NC(=O)c1ccccc1,-2,8,1,nt,-2,15,19,2,-1
c1ccc(-c2noc(CSc3nnnn3-c3ccccc3)n2)cc1,-2,0,-2,-6,6,6,2,-19,1
CC(=O)/C(=N\Nc1ccc(Cl)cc1)Sc1nnc(-c2ccccc2)n1-c1ccccc1,2,10,6,0,3,3,6,0,2
NS(=O)(=O)c1ccc(N/N=C/c2ccccn2)c([N+](=O)[O-])c1,-1,-2,0,-3,0,2,18,-3,0
CCOC(=O)C1=C(CC)OC(N)=C(C#N)C1c1cc(OC)ccc1OC (stereo not given),2,-5,-14,-4,-7,3,-7,2,-3
CCC(=O)Nc1ccc(N2CCC(C)CC2)cc1,0,5,17,-6,1,7,5,-3,-1
COc1cccc(/C=N/NC(=O)c2ccc(OCc3cccc(Br)c3)cc2)c1,0,-7,-9,-1,-5,7,1,6,nt
O=C(CCCC(=O)N(CC(=O)NC1CCCCC1)Cc1ccco1)Nc1ccccn1,4,17,0,5,-22[fluorescence artefact?],15,-1,3,2
Cc1ccc2nc(/N=C(\N)NC(=O)NC3CCCCC3)nc(C)c2c1,-2,-3,1,-4,5,2,10,-14,1
O=C(CSc1nnnn1Cc1ccccc1)Nc1ccc2c(c1)OCCO2,4,-8,2,-13,3,5,-1,-23,-2
CC1CC(OC(=O)CN2CCCCC2)CC(C)(C)C1 (stereo not given),0,5,4,0,4,11,0,-4,-1
Cc1cccc(NC(=O)c2ccc(OCC3CCCO3)cc2)c1C (stereo not given),-2,-5,1,-15,-2,-3,2,-23,-1
CN(Cc1ccccc1NS(=O)(=O)c1ccc(Cl)cc1)C1CCCCC1,0,3,1,nt,2,2,22,-4,-2
C/C(N)=C(/C#N)C(=O)COC(=O)c1ccc(NC(N)=O)cc1,-1,-2,-2,-2,4,7,25,2,-2
O=C(NC1CCCCC1)C(c1ccc(Cl)cc1)N1CCC2(CC1)OCCO2 (stereo not given),-4,-7,0,-3,-10,2,0,-5,0
COc1cccc2sc(Nc3nc(-c4ccccn4)cs3)nc12,6,-9,0,-6,-9,-4,1,-20,1
COc1ccc(NC(=O)CN(c2cccc(F)c2)S(C)(=O)=O)cc1OC,-3,4,0,-22,3,0,8,-1,0
CN(CC(=O)Nc1ccc(S(=O)(=O)N2CCCC2)cc1)Cc1c(F)cccc1Cl,5,0,-3,5,-6,12,3,2,-2
Cc1cccc(N2CCC(NCc3c(C(=O)N4CCCCC4)nc4c(C)cccn34)CC2)c1,0,-4,-7,-4,-14,5,18,-1,0
Cn1nnnc1N=N/C(=N/Nc1ccccc1)c1ccccc1,2,1,-3,1,-7,8,5,-16,-2

# 5 compounds already listed, arranged by the number in FXIIa inh 1536, smallest number first:
SMILES,Wee1 stabilizer,FXIa inh,Runt-SMMHC FRET,14-3-3 Bad inh,FXIIa inh 1536,Hck Nef HTS,KLK5 inh,Runt-CBFb FRET
Cc1cccc(NC(=O)c2ccc(OCC3CCCO3)cc2)c1C (stereo not given),-2,-5,1,-2,-3,2,-23,-1
O=C(NC1CCCCC1)C(c1ccc(Cl)cc1)N1CCC2(CC1)OCCO2 (stereo not given),-4,-7,0,-10,2,0,-5,0
Cc1cccc(N2CCC(NCc3c(C(=O)N4CCCCC4)nc4c(C)cccn34)CC2)c1,0,-4,-7,-14,5,18,-1,0
C/C(N)=C(/C#N)C(=O)COC(=O)c1ccc(NC(N)=O)cc1,-1,-2,-2,4,7,25,2,-2
Cn1nnnc1N=N/C(=N/Nc1ccccc1)c1ccccc1,2,1,-3,-7,8,5,-16,-2

# Remaining list, next part
SMILES,Wee1 stabilizer,FXIa inh,Runt-SMMHC FRET,Thrombin inh,14-3-3 Bad inh,FXIIa inh 1536,Hck Nef HTS,KLK5 inh,Runt-CBFb FRET
CC(C)c1ccc(N2CC(C)(C)C2=O)cc1,0,-2,-1,7,-5,11,16,0,0
COc1ccccc1-c1cc(C(=O)N2CCCc3ccccc32)no1,9.8*,-5,0,2,-14,4,-40,-4,-1
Cc1ccc(Cn2c(=S)[nH]c3ccc(N4CCOCC4)cc3c2=O)o1,0,6,16,-1,10,-9,11,-20,31
CCOC(=O)C1(Cc2ccccc2)CCN(CC2CC=CCC2)CC1 (stereo not given),-2,1,2,-7,-6,9,21,6,-1
Cc1nc(C(=O)Nc2ccc(Cl)cc2Cl)nn1-c1cc(OC(C)C)c(Cl)cc1Cl,4,-63,0,0,-2,11,0,-29,1
O=C1c2cc(Cl)ccc2OC2(CCNCC2)C12CC(c1ccccc1)=NO2 (stereo not given),nt,-4,1,-10,2,1,20,-2,0
NC(=O)C1(N2CCCCC2)CCN(c2nc(-c3ccccc3)cs2)CC1,1,1,2,-1,-6,19,0,-2,3

# Ordered by heavy-atom count (descending): part of the list above
SMILES,Wee1 stabilizer,FXIa inh,Runt-SMMHC FRET,Thrombin inh,14-3-3 Bad inh,FXIIa inh 1536,Hck Nef HTS,KLK5 inh,Runt-CBFb FRET
Cc1cccc(N2CCC(NCc3c(C(=O)N4CCCCC4)nc4c(C)cccn34)CC2)c1,0,-4,-7,-4,-14,5,18,-1,0
Cc1nc(C(=O)Nc2ccc(Cl)cc2Cl)nn1-c1cc(OC(C)C)c(Cl)cc1Cl,4,-63,0,0,-2,11,0,-29,1
O=C1c2cc(Cl)ccc2OC2(CCNCC2)C12CC(c1ccccc1)=NO2 (stereo not given),nt,-4,1,-10,2,1,20,-2,0
NC(=O)C1(N2CCCCC2)CCN(c2nc(-c3ccccc3)cs2)CC1,1,1,2,-1,-6,19,0,-2,3
CCOC(=O)C1(Cc2ccccc2)CCN(CC2CC=CCC2)CC1 (stereo not given),-2,1,2,-7,-6,9,21,6,-1
Cn1nnnc1N=N/C(=N/Nc1ccccc1)c1ccccc1,2,1,-3,1,-7,8,5,-16,-2
CC(C)c1ccc(N2CC(C)(C)C2=O)cc1,0,-2,-1,7,-5,11,16,0,0

# Screens (PubChem BioAssay)
